# ST2 inh: inhibitors of human ST2 (IL1RL1) binding to IL-33, primary screen, biochemical, AlphaLISA. Interleukin-1 receptor-like 1 (Homo sapiens), Q01638. AlphaLISA ST2-Fc/biotin-IL-33 interaction, 1 h. inhibition, % for hits at 17 µM. 2.3% of 78,000 active. AID 1259354, 2018; in the data active = inhibition above about 30%; inconclusive = mostly about 10% to 28%
# Target sequence (Q01638 whole entry, looked up): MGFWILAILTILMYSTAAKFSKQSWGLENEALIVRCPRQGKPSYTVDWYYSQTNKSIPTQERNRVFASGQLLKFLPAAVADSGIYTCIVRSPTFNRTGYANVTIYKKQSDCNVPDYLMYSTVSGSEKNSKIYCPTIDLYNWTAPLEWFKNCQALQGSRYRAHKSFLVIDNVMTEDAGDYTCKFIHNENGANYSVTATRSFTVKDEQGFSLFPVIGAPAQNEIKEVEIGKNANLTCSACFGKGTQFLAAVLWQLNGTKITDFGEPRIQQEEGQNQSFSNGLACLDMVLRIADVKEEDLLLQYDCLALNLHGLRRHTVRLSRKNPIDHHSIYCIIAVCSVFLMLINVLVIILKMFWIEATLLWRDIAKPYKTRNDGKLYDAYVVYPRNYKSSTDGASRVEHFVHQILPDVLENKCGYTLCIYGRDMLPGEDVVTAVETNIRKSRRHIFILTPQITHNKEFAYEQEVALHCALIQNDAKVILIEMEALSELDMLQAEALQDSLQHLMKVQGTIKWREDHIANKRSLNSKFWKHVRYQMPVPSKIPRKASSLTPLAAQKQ
# Active calls of the source: *; i = inactive; ? = inconclusive. A portion of the library; count on the stated rates, not on these rows.
SMILES,ST2 inh
COc1ccc(C(=O)N2C[C@@H]3C[C@H](C2)c2ccc(-c4ccccc4CN(C)C)c(=O)n2C3)cc1,i
COc1cc(O)c(C(=O)c2ccccc2)cc1[N+](=O)[O-],?
CCc1ccc(C2=C/C(=C/c3cc(OC)ccc3OC)C(=O)O2)cc1,38%*
CC1=C(C#N)C(c2ccccc2C(F)(F)F)C2=C(CC(C)(C)CC2=O)N1 (stereo not given),?
CC(C)Cc1ncc2c(n1)CN(C(=O)Cn1c(=O)oc3ccccc31)C2,i
COCCCn1c(=N)c(C(=O)NC2CCCCC2)cc2c(=O)n3cccc(C)c3nc21,i
O=C(Nc1ccc(F)cc1)c1cccn1-c1nnc(N2CCCCC2)s1,i
Cc1cccn2c(Nc3ccccc3)c(-c3ccccn3)nc12,i
CC(C)(C)c1ccc(C(=O)NCCSc2c[nH]c3ccccc23)cc1,i
CC(C)(Oc1ccc(Cl)cc1)C(=O)N1CCc2ccccc21,i
COCCCN1C(=O)C(=O)C(=C(O)c2ccc(OC)c(C)c2)C1c1ccc(OC)c(OC)c1 (stereo not given),i
COc1cc([N+](=O)[O-])ccc1NC(=O)c1ccc(OC(C)C)cc1,i
CN(CC1(CO)CC1)C(=O)CN1CCNCC1,i
Cc1ccc2nc(-c3ccc(NC(=O)CSc4nc(C(F)(F)F)cc(=O)[nH]4)cc3)sc2c1,i
OC[C@H]1NC[C@@H](O)[C@@H]1O,i
CC(C)Cc1cc(C(=O)N(C)Cc2n[nH]c3c2CCCC3)n(C)n1,?
Cc1cc(CC(C)NC(=O)Cn2nccc2C)n[nH]1 (stereo not given),?
CC(C)CCC1=NC2(CCN(C(=O)c3cc(F)cc(Cl)c3)CC2)C(=O)N1,i
COc1ccc(OC)c(CN2CCC(O)CC2)c1,i
CC(=O)Nc1ccc(NC(=O)C2CC(=O)N(C3CCCCC3)C2)cc1 (stereo not given),i
O=C(NC1CCN(Cc2ccccc2)CC1)c1cccn2c(=O)c3c4c(sc3nc12)CCCC4,i
CC12CCOC1N(Cc1ccccc1)c1ccccc12 (stereo not given),i
CC(C(=O)NCCS(=O)(=O)N(C)C)n1cnc2ccccc21 (stereo not given),i
CN1C[C@@H](NS(=O)(=O)c2ccc(F)cc2)C[C@H]1c1nc(-c2cccnc2)no1,?
CCN(CC)CCCNC(=O)CN1C(=O)C2CCCCN2c2ccc(C(=O)N(C)C)cc21 (stereo not given),i
CCOC(=O)c1c(C)n(C)c2ccc(OCC#N)cc12,?
N#Cc1cccc(NC(=O)O[C@@H]2CO[C@H]3[C@@H]2OC[C@@H]3Nc2nccc(-c3cccc(F)c3)n2)c1,i
O=C(/C=C/c1ccc(Cl)cc1)Nc1cccc(C(F)(F)F)c1,?
Cc1c(C(=O)NCC2CCCO2)oc2ccc(S(=O)(=O)N3CCCCCC3)cc12 (stereo not given),i
CC1(CNC(=O)COc2ccccc2)C2CC3CC(C2)CC1C3 (stereo not given),?
COc1ccccc1Nc1ncc(C(=O)NCC2CCCO2)c2ccccc12 (stereo not given),i
O=S(=O)(NCc1nc2cccnc2n1Cc1ccc(F)cc1)c1ccc(Cl)s1,i
CCc1ccc(CNc2ccc3c(c2)ncn3C(C)(C)C)cc1,?
CC(C)Cc1ccc2c(N)c(C(=O)O)sc2n1,i
NC(=O)c1csc(-c2cnc3ccccc3c2)n1,i
N#Cc1cc2c(=O)n3ccccc3nc2n(CCc2ccccc2)c1=N,i

# 5 compounds picked at random from those above, as already listed:
SMILES,ST2 inh
CN(CC1(CO)CC1)C(=O)CN1CCNCC1,i
CN1C[C@@H](NS(=O)(=O)c2ccc(F)cc2)C[C@H]1c1nc(-c2cccnc2)no1,?
COc1cc(O)c(C(=O)c2ccccc2)cc1[N+](=O)[O-],?
Cc1c(C(=O)NCC2CCCO2)oc2ccc(S(=O)(=O)N3CCCCCC3)cc12 (stereo not given),i
O=C(/C=C/c1ccc(Cl)cc1)Nc1cccc(C(F)(F)F)c1,?

# (more compounds)
SMILES,ST2 inh
COC(=O)C1C(=O)C2=C(CC1C)NC(C)=C(C(=O)OCCOC(C)C)C2c1ccc(F)cc1 (stereo not given),i
Cc1cccc(NC(=O)C(NS(=O)(=O)c2cccs2)C(C)C)n1 (stereo not given),i
Cc1c(C(=O)NCC#N)cccc1[N+](=O)[O-],i
O=C1NC[C@@H](CCC(=O)N2CCOCC2)N2C[C@@H](NC(=S)NCCN3CCOCC3)C[C@@H]12,?
Cc1ccc2c(c1)N(CC(=O)NCc1ccccn1)C(=O)CO2,i
O=C(NCC(O)c1ccccc1)c1ccc(Cl)cc1 (stereo not given),i
CCc1ccccc1NC(=O)c1cc2ccccc2o1,i
CC(C)NC(=O)C[C@@H]1O[C@H](CNC(=O)Nc2cccc(F)c2)[C@@H](O)[C@H]1O,i
CN1CCN(c2nc3ccccc3nc2NS(=O)(=O)c2ccc(Br)cc2)CC1,?
Cc1ccc(Cl)cc1N1CCN(C(=O)c2ccc3nc4ccsc4c(=O)n3c2)CC1,i
O=C(NCCC1=CCCCC1)c1cc2cc(Cl)cc(Cl)c2oc1=O,i
Cc1cnc(SCCN2CCOCC2)nc1C1CCCN(C(=O)c2ccc3c(c2)OCO3)C1 (stereo not given),?
Cc1nc(C(=O)NC2CC(=O)N(CCCc3ccccc3)C2)cs1 (stereo not given),i
Cc1cc(N2CCN(C)CC2)nc2ccc(NC(=O)/C=C/c3ccccc3Cl)cc12,i
Cc1ncsc1CCn1nc(C(=O)NC2CC2)c2c1CCN(C(=O)c1cc3ccccc3o1)C2,i
COCCN[C@H]1[C@@H]2OC[C@@H](O2)[C@@H](NCc2ccc(OC(F)(F)F)cc2)[C@@H]1O,?
CCCc1nc2nc[nH]n2c(=O)c1NC(=O)Nc1ccc(C)c(F)c1,i
Cc1ccc(NC(=O)CC(=O)NC(c2ccncc2)c2ccccc2C)cc1 (stereo not given),i
Brc1ccccc1NCc1ccncc1,i
CCOC(=O)c1c(C)n(C)c2c1cc(OC(=O)C(C)(C)C)c1ccccc12,i
Cc1nn(C)c(Cl)c1S(=O)(=O)N1CCOC(C(F)(F)F)C1 (stereo not given),i
O=C(NCc1cccc(Cl)c1)c1ccc2nc3ccccc3c(=O)n2c1,i
Cc1cccc(-c2ccc(C(=O)N3CCCC3)cn2)c1C,i
Cc1cc(CN(C)C)c(O)c(CCc2ccccc2)n1,i
O=C1C(=Cc2ccc(-c3ccc([N+](=O)[O-])cc3Cl)o2)C(=O)c2ccccc21,i
COc1ccccc1NC(=O)CC1Sc2ccccc2NC1=O (stereo not given),?
Cn1c(=O)cc(SCC(=O)NCc2ccccn2)c2ccc(Cl)cc21,i
O=c1[nH]c2ccc(S(=O)(=O)Nc3ccc(Cl)c(C(F)(F)F)c3)cc2[nH]c1=O,i
Cn1c(=NC(=O)CSCC(=O)N2CCCC2)sc2ccccc21,i
COc1cccc(C2N(c3ccccn3)C(=O)C3CCCN32)c1OC (stereo not given),i
Cc1cc(C)n(C)c(=O)c1C(=O)NC(C)c1ccc(-n2cncn2)cc1 (stereo not given),i
O=C(O)C1CSC(c2cc(F)ccc2Br)N1 (stereo not given),i
Cc1cccc(N2CCN(S(=O)(=O)c3cccc4cccnc34)CC2)c1C,i
Cc1ccc(Sc2c(C)nn(C(=O)c3ccc([N+](=O)[O-])cc3)c2C)cc1,60%*
Cc1cccc(Oc2coc3cc(OC(C)C(=O)OCCC(C)C)ccc3c2=O)c1 (stereo not given),?
Cc1ccsc1CN1CCN(c2ccc([N+](=O)[O-])cc2)CC1,?

# A draw from above in order of heavy-atom count, lowest first:
SMILES,ST2 inh
O=C(O)C1CSC(c2cc(F)ccc2Br)N1 (stereo not given),i
Cn1c(=NC(=O)CSCC(=O)N2CCCC2)sc2ccccc21,i
Cc1ccc(Sc2c(C)nn(C(=O)c3ccc([N+](=O)[O-])cc3)c2C)cc1,60%*
O=C1C(=Cc2ccc(-c3ccc([N+](=O)[O-])cc3Cl)o2)C(=O)c2ccccc21,i
Cc1cccc(Oc2coc3cc(OC(C)C(=O)OCCC(C)C)ccc3c2=O)c1 (stereo not given),?

# Continued:
SMILES,ST2 inh
Cc1ccc(C)c(NC(=O)CC(=O)NCc2cc(-c3ccccn3)no2)c1,i
Cc1ccc(Nc2cc(C)nc(N3CCN(S(=O)(=O)c4ccc(Br)cc4)CC3)n2)cc1,?
Cc1ccc(SC2CCN(C(=O)c3cn(Cc4ccccc4F)nn3)CC2)cc1,?
CC1=C(CCC(C)O[C@@H]2O[C@H](CO)[C@@H](O)[C@H](O)[C@H]2O)C(C)(C)CC(O)C1 (stereo not given in full),i
COC(=O)C1CCN(C(=O)c2cc(Cn3ccc4ccccc43)[nH]n2)CC1,i
CCCC(=O)NCCCc1nc2ccccc2n1C(C)C,i
O=C(CCS(=O)(=O)c1cccc2nonc12)Nc1ccc(Cl)cc1,i
COC(=O)C1C(=O)C2=C(CC1C)NC(C)=C(C(=O)OC1CCCCCC1)C2c1ccc(C)s1 (stereo not given),i
Cc1cc(N2CCN(C)CC2)nc2ccc(NC(=O)c3ccccc3Cl)cc12,i
CCn1c(=O)n(-c2ccc(C)c(C)c2)c2nc(-c3ccc(Cl)cc3)nc(C(N)=O)c21,i
COc1cc(NC(=O)/C=C/c2ccc(Cl)cc2)ccc1NC(=O)c1ccco1,i
C=CC[C@H]1CC=C[C@H](CC=C)N1,i
CCOc1cccc(CN2CCOc3ccc(CN4CCC(O)(c5cccnc5)CC4)cc3C2)c1,?
O=C(Cn1cnc2sc3c(c2c1=O)CCCC3)N1CCN(c2ccccc2Cl)CC1,i
CN(CC(=O)N1CCCCC1)S(=O)(=O)c1ccc(Cl)cc1,?
N#CC1=C(SCC(=O)Nc2ccccc2)NC(=O)C(C#N)C12CCCC2 (stereo not given),i
O=C(CCC1CCCN(C(=O)c2sccc2Cl)C1)NC1CC1 (stereo not given),i
Cc1ccc(NC(=O)CCCn2nc([N+](=O)[O-])cc2C)cc1,i
O=C(Nc1ccc(F)cc1)Nc1cccnc1Cl,i
CCCN(CCC)S(=O)(=O)c1ccc([N+](=O)[O-])cc1,?
O=C(NC1CCCCC1)N1C[C@@H]2C[C@H](C1)c1ccc(-c3ccccc3CN3CCOCC3)c(=O)n1C2,i
COC(=O)C1C(=O)NC(SC)=C(C#N)C1c1ccccc1C (stereo not given),i
N#Cc1ccc(Oc2ccc(C(=O)O)cc2)cc1C#N,i
Cc1cnc(Cn2cnc3c(C)cccc3c2=O)[nH]1,i
CC(C(=O)N(C)Cc1cn[nH]c1-c1ccc(F)cc1)N1CCCC1=O (stereo not given),i
C=CCOC(=O)C1=C(C)OC(N)=C(C#N)C1c1cccc2ccccc12 (stereo not given),i
CCCCN(CC)C(=O)c1cc2c(=O)n3ccccc3nc2n1C,i
O=C(Cc1ccccc1)NC1(C(F)(F)F)N=C2SCCN2C1=O (stereo not given),?
COc1ccc(N2C(=O)[C@@H]3[C@@H](CCN3C(=O)C(C)(C)C)N(Cc3ccccc3)C2=O)cc1,?
O=C(Nc1ccc(F)c(Cl)c1)c1cc2c(=O)n3ccccc3nc2s1,i
Cc1noc(C)c1CCCNC(=O)c1ccc(-c2cc3ccccc3o2)nc1,i
CC(c1ccc(-c2ccc(C(=O)N3CCCC3)o2)cc1)N1CCOCC1 (stereo not given),?
CC(C)=CCCC(C)CN1CCCC1CO (stereo not given),i
Cc1cc(Nc2ccccc2)nc(Nc2ccc(NC(=O)CCCc3ccccc3)cc2)n1,?
O=C(NCc1ccc2c(c1)OCO2)c1cc(=O)[nH]c2ccc(S(=O)(=O)N3CCOCC3)cc12,i
Cn1c(C(=O)NC2CCCC2)cc2c(=O)n3ccccc3nc21,i
Cc1ccc(Cl)c2c1C(=O)c1ccccc1C2=O,?
COCCCNC(=O)c1nn(C)c2c1CN(C(=O)C1(c3ccc(Cl)cc3)CCC1)CC2,?
CC[C@H]1CN(C(=O)N2CCOCC2)CC[C@H]1CC(=O)Nc1nccs1,i
Cc1noc(-c2ccnc(-c3ccc(C(N)=O)cc3)c2)n1,?
COC(=O)C1CCN(C(c2ccc(C)cc2)c2sc3nc(C)nn3c2O)CC1 (stereo not given),i
O=c1c2cccc3c2c(nn1-c1ccc([N+](=O)[O-])cc1)-c1ccccc1-3,i
CCn1cnnc1CN(C)Cc1nc(-c2cc(OC)ccc2F)oc1C,i
COC(=O)c1ccc(CNC(=O)CC2C(=O)NCCN2Cc2cccs2)cc1 (stereo not given),?
CN1Cc2sccc2C(c2ccc(O)c(O)c2)C1 (stereo not given),i
Cc1cc(CNC(=O)c2cc3ncccn3n2)c2[nH]c(C)c(C)c2c1,i
NS(=O)(=O)c1ccc(CCNC(=O)c2oc(=O)c3ccccc3c2-c2ccccc2)cc1,?
Cc1ccc(C(=O)N2CCN(S(=O)(=O)c3cc4c5c(c3)CCN5C(=O)CC4)CC2)cc1C,i
Cc1cccc(NC(=O)CCc2ccccc2)c1C,i
COc1ccccc1C(=O)N/C(=C\c1ccc2c(c1)OCO2)C(=O)NC(CCSC)C(=O)O (stereo not given),i
C[n+]1cc(-c2ccccc2)nc(N2CCOCC2)n1,?
Cc1nc(-c2cccc(C(=O)NCCC3CN(C)CCO3)c2)no1 (stereo not given),?
CCOc1ccc(CCNS(=O)(=O)c2c(C)n[nH]c2C)cc1OCC,i
Cn1nc(C(=O)NCc2ccccc2)c2c1CCN(Cc1cccc3nccnc13)C2,i
CN1CCN(CC(O)COc2ccc(Br)cc2)CC1 (stereo not given),i
CC1CCN(c2nc3c([nH]2)c(=O)n(C)c(=O)n3C)CC1,?
CCN(CC)CCNC(=O)COc1ccc(Cl)cc1Cl,?
c1ccc(-c2cnc(-c3ccccc3)nc2)cc1,i
Cc1oc2cc(OC(C)C)ccc2c(=O)c1-c1ccc2c(c1)OCCO2,i
CCCS(=O)(=O)N1CCC(C(=O)NC2CCCC2)CC1,i
